USP1 inh = Inhibitors of USP1/UAF1: Primary Screen; hit rate 0.23% among 390,000; Potency, µM (doses to about 57.1 µM), for the others: at the highest dose activity change, negative = inhibition, most hits filed as inhibitors; recombinant USP1/UAF1, Ub-Rhodamine cleavage fluorescence; Ubiquitin carboxyl-terminal hydrolase 1 (Homo sapiens), O94782; also: potency is read from the fitted curve at half-maximal effect; % is scaled to controls: 0 for no effect and ±100 for the full control effect; nearly all actives have a fitted effect of over 60% in size; inactives centre near -12
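USP1/UAF1 complex (1 nM) preincubated 15 min at room temperature with compound, then Ub-Rho substrate (150 nM final) added. Kinetic fluorescence at 480/540 nm over 6 reads at 60 s intervals; 50 mM HEPES pH 7.8, 0.5 mM EDTA, 0.1 mg/ml BSA, 1 mM TCEP, 0.01% Tween-20.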
PI4K2A block = qHTS for small molecular inhibitors of PI4K2A. Phosphatidylinositol 4-kinase type 2-alpha (Homo sapiens), Q9BTU6. purified PI4K2A, ADP-Glo luminescence, 1 h; hits give low values. activity change, negative = inhibition, % at 76.9 µM. hit rate 0.13% among 420,000. AID 1346378, 2018; in the data active = activity change below about -50%; inconclusive = mostly about -30% to -49%;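 also: -100% = wells without enzyme as full effect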
Target sequence (Q9BTU6 whole entry, looked up): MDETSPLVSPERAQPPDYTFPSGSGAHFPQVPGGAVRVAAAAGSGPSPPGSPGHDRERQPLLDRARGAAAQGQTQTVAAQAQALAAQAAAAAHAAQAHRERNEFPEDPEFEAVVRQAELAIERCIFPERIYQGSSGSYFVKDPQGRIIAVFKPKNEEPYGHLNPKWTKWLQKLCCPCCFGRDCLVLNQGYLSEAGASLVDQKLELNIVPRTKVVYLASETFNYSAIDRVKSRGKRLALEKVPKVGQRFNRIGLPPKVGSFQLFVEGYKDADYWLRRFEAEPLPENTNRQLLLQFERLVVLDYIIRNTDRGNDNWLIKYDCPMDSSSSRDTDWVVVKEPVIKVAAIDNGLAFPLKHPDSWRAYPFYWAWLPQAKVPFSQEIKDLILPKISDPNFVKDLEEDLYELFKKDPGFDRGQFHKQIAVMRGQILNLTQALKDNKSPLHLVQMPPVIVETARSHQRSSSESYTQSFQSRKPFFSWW
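PI4K2A activity was measured by ADP-Glo luminescence: enzyme (4 ug/mL stock) and phosphatidylinositol (1.2 mM stock) in Tris pH 7.5/MgCl2/EGTA/Triton X-100 buffer were reacted with ATP (300 microM stock) for one hour at ambient temperature.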
D2 antagonist = HTS Assay for Allosteric Antagonists of the Human D2 Dopamine Receptor: Primary Screen for Antagonists. HEK293 TREx D2 cells, calcium flux, dopamine EC80. hit rate 2% among 340,000. inhibition, % at 10 µM. D(2) dopamine receptor (Homo sapiens), P14416; in the data active = inhibition above about 30%; also: 0% is about no effect
Target sequence (P14416 whole entry, looked up): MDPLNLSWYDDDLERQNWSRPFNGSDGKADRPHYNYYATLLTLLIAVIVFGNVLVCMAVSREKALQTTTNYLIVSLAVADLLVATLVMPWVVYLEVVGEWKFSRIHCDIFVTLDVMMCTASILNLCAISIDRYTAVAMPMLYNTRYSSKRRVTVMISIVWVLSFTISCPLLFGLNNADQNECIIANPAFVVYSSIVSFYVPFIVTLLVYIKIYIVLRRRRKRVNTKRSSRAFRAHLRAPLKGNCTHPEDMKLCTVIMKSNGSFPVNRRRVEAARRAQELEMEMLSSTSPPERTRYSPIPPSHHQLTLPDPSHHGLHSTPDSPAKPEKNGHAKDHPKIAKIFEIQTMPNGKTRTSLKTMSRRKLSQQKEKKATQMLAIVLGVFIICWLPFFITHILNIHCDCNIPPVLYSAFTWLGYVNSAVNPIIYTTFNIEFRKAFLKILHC
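HEK293 T-REx D2 cells, tet-induced, calcium dye no-wash. Cpd pintool add, 180 s kinetic, then EC80 DA, 180 s kinetic. Ca flux read.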
D2 ag = HTS Assay for Allosteric Agonists of the Human D2 Dopamine Receptor: Primary Screen for Agonists; D(2) dopamine receptor (Homo sapiens), P14416; HEK293 T-REx D2 cells, calcium flux agonist mode; activation, % at 2 µM; hit rate 0.53% among 340,000; AID 485358, 2010;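 active = activation over 3 SD above normal in the single-dose calcium agonist read, cut at about 30% in these data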; also: 0% is about no effect
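Agonism is scored from calcium flux in a force-coupled, inducible HEK293 cell line expressing D2, read kinetically for 180 s after compound addition against dopamine controls.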
mIDH1 inhibitor = qHTS for Inhibitors of mutant isocitrate dehydrogenase 1 (IDH1): qHTS; Isocitrate dehydrogenase [NADP] cytoplasmic (Homo sapiens), O75874; IDH1-R132H enzyme, NADPH consumption, diaphorase/resazurin fluorescence; Potency, µM (highest dose often 76.6 µM), for the others: at the highest dose activity change, negative = inhibition, hits mostly inhibitors; hit rate 0.093% among 390,000; AID 602179, 2012; also: potency is read from the fitted curve at half-maximal effect; % is scaled to controls: 0 for no effect and ±100 for the full control effect; nearly all actives have a fitted effect of over 65% in size
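IDH1-R132H (0.5 ug/mL) preincubated 30 min with compound, then NADPH (0.016 mM) and alpha-KG (2 mM) added; 80 min at RT, pH 7.5. Remaining NADPH coupled via diaphorase/resazurin to fluorescence (540/590 nm); concentration-response curves normalized to no-enzyme control.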
TRHR ag = qHTS for Small Molecule Agonists and Allosteric Enhancers of Human TRH Receptor: Primary Screen for Agonists. Thyrotropin-releasing hormone receptor (Homo sapiens), P34981. TRHR cells, calcium flux fluo-8, FDSS agonist mode. activation, % at 2 µM. hit rate 0.18% among 360,000; in the data active = activation above about 30%; also: 0% is about no effect
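Fluo-8-loaded TRHR cells; 10 s baseline, compound added, kinetic Ca2+ fluorescence read 1/s, agonist mode.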
rTrxR1 inhibitor = qHTS Assay for Inhibitors of Mammalian Selenoprotein Thioredoxin Reductase 1 (TrxR1): qHTS; Potency, µM (doses to about 114 µM), without a hit: at the top dose activity change, negative = inhibition, usual class: inhibitors; hit rate 1% among 390,000; recombinant rTrxR1, NADPH fluorescence consumption, selenite substrate; AID 588453, 2011; also: potency is read from the fitted curve at half-maximal effect; % is scaled to controls: 0 for no effect and ±100 for the full control effect; nearly all actives have a fitted effect of over 65% in size
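Rat TrxR1 (90 nM in the dispensed reagent) was pre-reduced with 400 uM NADPH for 5 min at room temperature, then incubated with compound for 15 min. After 400 uM selenite was added, NADPH fluorescence (Ex 340/Em 450 nm) was followed for 8 min.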
TRHR PAM = qHTS for Small Molecule Agonists and Allosteric Enhancers of Human TRH Receptor: Primary Screen for Enhancers; enhancement, % at 2 µM; TRHR cells, fluo-8 calcium fluorescence, EC20 TRH enhancement; hit rate 0.66% among 360,000; Thyrotropin-releasing hormone receptor (Homo sapiens), P34981; AID 493056, 2011; in the data active = enhancement above about 30%; also: 0% is about no effect
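TRHR-expressing cells loaded with fluo-8 calcium dye were read kinetically (ex 480/em 530) during compound addition, then stimulated with an EC20 of TRH (10 nM final). Enhancement of the Gq-mediated intracellular calcium response was scored.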
TrxR1 substrate = qHTS Assay for Substrates of Mammalian Selenoprotein Thioredoxin Reductase 1 (TrxR1): qHTS. Potency, µM (series often up to 114 µM), inactives show top-dose activity change, negative = substrate turnover. purified TrxR1 substrate turnover, NADPH consumption readout. hit rate 0.01% among 390,000; also: potency is read from the fitted curve at half-maximal effect; % is scaled to controls: 0 for no effect and ±100 for the full control effect; nearly all actives have a fitted effect of over 50% in size
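Rat TrxR1, dispensed at 90 nM, was prereduced with 400 uM NADPH (final) for 5 min at ~22 deg C, then incubated with compound 15 min before 400 uM selenite. A first-read NADPH fluorescence drop versus no-compound background flagged substrates.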
* = called active by the depositor; ? = inconclusive; nt = no result given; [ ] = another dose, or the depositor's remark. Unless noted, calls follow the shape of the dose curve; as a rule, active = well fitted inhibition curve with a large enough effect; inconclusive = small, poorly fitted or top-dose-only effect; inactive = no such curve, though single readings can be large or run the other way.

SMILES	USP1 inh	PI4K2A block	D2 antagonist	D2 ag	mIDH1 inhibitor	TRHR ag	rTrxR1 inhibitor	TRHR PAM	TrxR1 substrate
CC(=O)N1CCc2c(sc(NC(=O)c3ccc(S(=O)(=O)N(C)C)cc3)c2C#N)C1	-16.2%	-2.1	nt	nt	4.4%	nt	14.0%	nt	-3.1%
CCC(NC(=O)c1ccccc1NC(=O)C(C)(C)C)C(=O)N1CC(C)OC(C)C1 (stereo unspecified)	-6.0%	-0.5	nt	nt	6.9%	nt	10.3%	nt	3.0%
Nc1ccc2c(c1)C(=O)c1cc(Cl)c(Cl)cc1-2	3.2%	-5.3	nt	nt	-1.4%	nt	20.7%	nt	-0.2%
Cc1ccc(/C=N/NC(=O)c2ccc3ccccc3c2)s1	-19.5%	-2.0	-3.6	-0.2	-18.7%	-0.7	2.4%	5.1	0.5%
COc1ccc(-c2cc3ccc(OCC(C)=O)cc3oc2=O)cc1OC	-15.8%	-12.1	-1.9	0.1	-1.6%	0.8	-19.5%	0.8	43.3%[activator]
CN(C)S(=O)(=O)c1cccc(NC(=O)COC(=O)c2ccc3c(c2)OCO3)c1	-9.4%	-1.5	1.4	-1.7	6.0%	-0.7	10.6%[57.1 µM]	3.8	-16.4%[57.1 µM]
COc1ccccc1C(=O)Cc1ccccc1	-13.3%	3.3	nt	nt	9.9%	nt	6.4%	nt	-2.9%
O=C(O)CCNC(=S)Nc1cccc(F)c1	-8.5%	7.4	-15.2	0.5	5.2%	-0.2	7.7%	4.0	2.0%
Cc1cccc(NC(=O)c2cc(-c3cc(C)ccc3O)n[nH]2)c1	-17.6%	2.6	-0.1	1.0	-0.3%	0.8	15.6%[57.1 µM]	-3.8	1.0%[57.1 µM]
Cn1c(C(=O)N2CCCCCC2)cc2c(=O)n(C)c3ccccc3c21	-18.6%	8.4	-15.2	-0.6	9.2%	0.1	-7.1%[57.1 µM]	-2.0	1.7%[57.1 µM]
CC(C)c1ccc(/C=C/C(=O)N2CCc3ccccc3C2)cc1	-13.0%	0.6	-7.0	-0.2	10.4%	-0.9	2.6%	0.4	-3.9%
CCc1ccc(/C=N/NC(=O)Cc2ccc(OC)c(OC)c2)s1	-25.7%	-0.3	-1.9	-1.7	-15.1%	-0.1	3.5%	8.0	-3.4%
CCOC(=O)c1c(-c2ccc(Cl)cc2)c(C#N)c(=O)n(N)c1N	-16.0%	-3.0	22.1	-1.0	-1.8%	-0.6	8.1%[57.1 µM]	0.7	10.8%
O=C(Nc1c(-c2ccccc2)nc2ncccn12)c1cc2ccccc2oc1=O	-30.9%	-2.3	-3.9	-0.5	-3.3%	-0.3	2.9%	4.3	0.7%
Cc1nc(N2CCN(C)CC2)c2cc(-c3ccccc3)sc2n1	-22.2%	0.0	nt	nt	0.0%	1.3	-1.2%	-3.2	3.8%

The closing 2 records of the part before come first, to join the parts:
SMILES	USP1 inh	PI4K2A block	D2 antagonist	D2 ag	mIDH1 inhibitor	TRHR ag	rTrxR1 inhibitor	TRHR PAM	TrxR1 substrate
O=C(Nc1c(-c2ccccc2)nc2ncccn12)c1cc2ccccc2oc1=O	-30.9%	-2.3	-3.9	-0.5	-3.3%	-0.3	2.9%	4.3	0.7%
Cc1nc(N2CCN(C)CC2)c2cc(-c3ccccc3)sc2n1	-22.2%	0.0	nt	nt	0.0%	1.3	-1.2%	-3.2	3.8%
CCS(=O)(=O)c1ccc(C(=O)N2CCN(c3nc4c(OC)ccc(C)c4s3)CC2)cc1	-8.1%	-6.0	nt	nt	3.8%	0.1	9.5%[57.1 µM]	-1.0	5.3%[57.1 µM]
CN1C(=O)/C(=C/c2ccc(O)c([N+](=O)[O-])c2)NC1=S	-31.0%	-5.3	3.7	-0.9	1.1%	-0.4	?	3.1	-22.6%
Cc1cccc(OCCn2c(=O)oc3ccc(C)cc32)c1	-9.3%	-0.2	-6.5	-1.8	-9.5%	-1.5	9.7%	-4.7	-10.4%
COc1ccc(OCCCCN2CCC(C)CC2)cc1	-14.9%	1.4	7.7	-0.8	-7.0%	-0.4	-4.0%	6.2	-4.9%
COC(=O)CC(NC(=O)Nc1ccc(C)cc1)c1cccc([N+](=O)[O-])c1 (stereo unspecified)	1.1%	5.2	-1.2	0.2	-0.5%	0.2	6.5%	2.9	-1.4%
O=C(CCCOC(=O)c1ccc(O)cc1O)c1ccc(Br)cc1	-18.2%	-5.8	-4.6	-0.5	5.2%	0.2	-8.3%	-1.9	-10.5%
Cc1cccc(C)c1NC(=O)C1CC(=O)N(C(C)C)C1 (stereo unspecified)	-25.2%	4.9	-4.0	0.5	7.5%	0.1	-13.0%	-1.1	-10.4%
CCN(CC)c1nn2c(=O)c(C(=O)NCc3ccc(F)cc3)cnc2s1	-23.7%	-3.8	nt	nt	4.1%	-0.4	6.5%[57.1 µM]	6.3	36.6%[activator][57.1 µM]
CCOC(=O)c1sc(NC(=O)C(CC)Sc2nc3ccccc3[nH]2)nc1C (stereo unspecified)	-17.2%	5.8	nt	nt	-0.7%	nt	0.7%	nt	-6.3%
COc1ccc(NC(=O)c2ccc3ccccc3c2)cc1NS(=O)(=O)c1ccc(F)cc1	-3.8%	-4.3	-16.2	-1.3	-2.9%	-1.7	-11.6%	6.2	-4.3%
CC(=O)N1c2ccc(S(=O)(=O)N3CCCC3)cc2CC1C(=O)NCc1ccc(OC(C)C)cc1 (stereo unspecified)	-20.2%	2.9	-4.1	0.2	-1.6%	1.5	20.9%	0.8	7.6%
COC(=O)[C@@]1(Cc2ccc(OC)cc2)[C@H]2c3cc(C(=O)N(C)C)n(C[C@H](O)CO)c3C[C@H]2CN1C(=O)c1ccccc1	-4.9%	-2.9	-8.1	-0.8	2.6%	-0.2	7.4%	0.6	-3.2%
O=C(Nc1ccc(Cl)cc1)c1ccc(-n2cncn2)c([N+](=O)[O-])c1	-20.3%	-4.3	-26.1	1.3	20.9%	0.2	-3.1%	1.4	-8.3%
Cc1cc(C)cc(NC(=S)N(Cc2ccc(Br)cc2)Cc2ccc(C(=O)O)cc2)c1	-3.5%	-5.5	-6.8	-1.0	-4.0%	-0.7	-28.4%	8.0	-13.3%
CCn1c(=O)c(C(=O)CN2CC(C)OC(C)C2)c(N)n(Cc2ccccc2)c1=O (stereo unspecified)	-11.7%	3.5	10.4	-0.6	2.9%	-0.1	-7.7%	1.4	-1.2%
CC1CCCCN1C(=O)COC(=O)c1n[nH]c2ccccc12 (stereo unspecified)	-4.9%	-2.0	7.2	-0.1	0.0%	-0.3	0.6%	-0.2	12.5%
O=C(NCc1n[nH]c(=S)n1-c1ccc(F)cc1)c1ccco1	1.1%	-5.0	-6.5	0.8	0.7%	0.3	-20.2%	-9.9	3.7%
CC(=O)[C@@H]1[C@@H](C(=O)c2ccccc2)[C@]2(C(=O)Nc3ccccc32)[C@H]2C=Cc3cc(F)ccc3N12	-18.6%	-4.1	7.1	1.8	0.9%	0.2	13.5%[57.1 µM]	0.1	12.4%[57.1 µM]
CC(NC(=O)Nc1ccccc1)C(c1cccs1)N1CCN(C)CC1 (stereo unspecified)	-22.3%	4.9	1.5	0.8	15.0%	0.5	3.9%[57.1 µM]	0.6	4.5%[57.1 µM]
CC(=O)c1cccc(NC(=O)CNC(=O)Cc2cccc3ccccc23)c1	-24.8%	-3.9	nt	nt	-3.7%	nt	9.0%	nt	0.9%

Entries of single compounds, quoted from the list.
`CC(NC(=O)Nc1ccccc1)C(c1cccs1)N1CCN(C)CC1` (stereo unspecified) in the list: USP1 inh: -22.3%; PI4K2A block: 4.9; D2 antagonist: 1.5; D2 ag: 0.8; mIDH1 inhibitor: 15.0%; TRHR ag: 0.5; rTrxR1 inhibitor: 3.9%[57.1 µM]; TRHR PAM: 0.6; TrxR1 substrate: 4.5%[57.1 µM]
`CC1CCCCN1C(=O)COC(=O)c1n[nH]c2ccccc12` (stereo unspecified) in the list: USP1 inh: -4.9%; PI4K2A block: -2.0; D2 antagonist: 7.2; D2 ag: -0.1; mIDH1 inhibitor: 0.0%; TRHR ag: -0.3; rTrxR1 inhibitor: 0.6%; TRHR PAM: -0.2; TrxR1 substrate: 12.5%

Screening data: PubChem, National Center for Advancing Translational Sciences (NCATS)
